Phagocytosis inh: blocks phagocytosis by macrophages; J774A.1 macrophage IgG-bead phagocytosis, imaging; inhibition, % at 5 µM; 110,000 compounds, 0.07% hits; AID 1029;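 active = inhibition above the mean of the plate negative controls plus 5 SD, cut at about 13% in these data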;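 also: phagocytic index as fraction of beads internalized from green versus red external bead signal; plate controls were DMSO negative control for no effect and cytochalasin-D positive control for full effect; some results beyond the cut were filed as inactive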
PTEN del growth: PTEN-deleted cell growth suppression. HCT116 PTEN-null viability, CellTiter-Glo, 60 h; hits give low values. viability, % at 10 µM. 140,000 compounds, 1.2% hits. AID 827;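 active = viability at or below a set limit, 4 SD under the median of all tested compounds, cut at about 3.7% in these data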;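 also: PTEN knockout HCT116 line with beta catenin targeted HCT116 as companion control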
Measles CPE: protection of cells from measles virus; AID 841; 140,000 compounds, 1.5% hits; Measles virus-infected cells, CPE protection, absorbance; protection (pct of control), % at 4 µM; in the data active = protection mostly above about 24%, no sharp cut-off; inactive = mostly below about 26%; also: some compounds called inactive have numbers as strong as hits
HCT116 bCat-KO: beta-catenin-lacking colon tumor cell growth suppression | AID 818 | viability, % at 10 µM | HCT116 beta-catenin knockout viability, CellTiter-Glo, 60 h; hits give low values | 140,000 compounds, 1.5% hits;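 active = viability at or under a set limit, the compound median less 4 SD, cut at about 6% in these data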;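 also: 0% = Hyamine 1622 control at 20 µM and 100% = untreated cell control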
NPY-Y2 antag: antagonists of human neuropeptide Y receptor Y2; NPY-Y2 expressing cells, antagonist mode; inhibition, % at 2.7 µM; 140,000 compounds, 0.99% hits; in the data active = inhibition above about 17%;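 also: 0% = vehicle with agonist challenge and 100% = reference antagonist with challenge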
Target sequence (P49146 whole entry, looked up): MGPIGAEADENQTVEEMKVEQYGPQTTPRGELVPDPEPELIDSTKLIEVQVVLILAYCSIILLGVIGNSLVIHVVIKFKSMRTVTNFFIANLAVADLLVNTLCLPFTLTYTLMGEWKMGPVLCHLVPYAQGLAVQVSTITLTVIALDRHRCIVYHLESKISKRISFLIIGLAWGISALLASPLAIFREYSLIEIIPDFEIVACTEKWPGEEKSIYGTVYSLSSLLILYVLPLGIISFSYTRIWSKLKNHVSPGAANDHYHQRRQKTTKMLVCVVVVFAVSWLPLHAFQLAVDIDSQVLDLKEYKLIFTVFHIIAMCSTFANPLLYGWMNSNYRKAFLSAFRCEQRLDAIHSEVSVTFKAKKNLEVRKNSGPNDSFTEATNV
MRP1 act: activators of MRP-1. H69AR cells + doxorubicin, viability rescue, CellTiter-Glo. viability increase, % at 10 µM. 140,000 compounds, 0.61% hits. AID 799;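 active = viability gain under doxorubicin at or above a set limit, the compound median plus 3 SD, cut at about 4.7% in these data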;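 also: MRP-1 overexpressing cells given doxorubicin 25 µM after compound pretreatment; 18-22 h compound pretreatment then 72 h with doxorubicin before readout; 0% = doxorubicin-only wells and 100% = vehicle-treated cells without doxorubicin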
GALR2 antag: blocks the human galanin receptor 2 | inhibition, % at 4 µM | 140,000 compounds, 0.39% hits | O43603 | GALR2-expressing cells, antagonist mode; in the data active = inhibition above about 27%;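 also: cells stimulated with galanin 1-16 at roughly its EC80; 0% = agonist challenge control and 100% = basal control without agonist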
E-sel TNF inh: blocks E-selectin expression induced by TNF alpha; AID 1246; HUVEC TNFa-induced E-selectin immunofluorescence, high content; inhibition, % at 2 µM; 120,000 compounds, 0.71% hits;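 active = inhibition above the batch mean plus 3 SD, and confirmed as a hit on visual image review, cut at about 43% in these data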;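 also: 0% = TNF-stimulated DMSO wells and 100% = unstimulated control wells; not every result past the cut was called active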
Yeast lifespan up: yeast lifespan extension; S. cerevisiae growth with nicotinamide, OD615; deaD strain in restrictive glucose medium; inhibition of the nicotinamide effect, % at 10 µM; 130,000 compounds, 0.68% hits; AID 775;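 active = inhibition above a set limit, placed 3 SD over the median of all compounds, cut at about 26% in these data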;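 also: 0% = nicotinamide-treated wells and 100% = cells grown without nicotinamide; some compounds called inactive have numbers as strong as hits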
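Buffer or medium: CSMM-D glucose medium, restrictive; test system: modified budding yeast, DeaD strain; compound: single dose 10 µM compound, 0.25% DMSO; schedule: culture preincubation 4 h, compound exposure 48 h, both 30 °C; detection: optical density (absorbance) at 615 nm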
BB579 growth dn: reduces growth of yeast BB579 in restrictive medium; S. cerevisiae BB579 growth, OD615, 48 h; inhibition, % at 10 µM; 140,000 compounds, 0.51% hits; AID 804;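 active = inhibition above a set limit, 3 SD over the mean compound inhibition, cut at about 44% in these data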; also: inactives centre near -24
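System: DeaD yeast strain BB579; buffer or medium: CSMM-D dextrose restrictive medium; technique: OD at 615 nm; schedule: 4 h cell preincubation, 48 h compound exposure, 30 °C humidified; doses: single 10 µM dose; controls: amphotericin B 10 µg/mL, positive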
Active calls of the source: *; / = not tested or not shown.

nr | structure | Phagocytosis inh | PTEN del growth | Measles CPE | HCT116 bCat-KO | NPY-Y2 antag
1 | CCOC(=O)CSc1nnc(-c2ccco2)n1-c1ccc(C)cc1 | -1 | 111 | 38* | 101 | -1
2 | Nc1nnc(SCC(=O)NCc2ccc3c(c2)OCO3)s1 | 0 | 102 | 8 | 97 | 0
3 | Cc1ccc(/C=C/C(=O)NCc2ccccn2)o1 | -2 | 96 | 3 | 95 | 2
4 | CSc1nnc(-c2ccccc2Cl)n1N | 0 | 122 | 7 | 110 | 4
5 | Cc1ccc(S(=O)(=O)N2CC=C(c3ccc(F)cc3)CC2)cc1 | / | 81 | 6 | 79 | 3
6 | COc1cc2[nH]c(=S)nc(NCC3CCCO3)c2cc1OC (centres undefined) | -1 | 59 | 2 | 64 | -1
7 | CCOC(=O)c1sc(NC(=O)CSc2n[nH]c(-c3ccc(Cl)cc3Cl)n2)c(C#N)c1C | 4 | 78 | 7 | 75 | 1
8 | O=C(CC1Nc2ccccc2NC1=O)NCc1cccnc1 (centres undefined) | -2 | 117 | 7 | 102 | 0
9 | OC(CN1CCN(c2ccccc2)CC1)c1c[nH]c2ccccc12 (centres undefined) | 0 | 79 | 22 | 86 | 5
10 | CCOC(=O)/C=C/C(=O)Nc1ccccc1C(=O)NC1CCCCC1 | -6 | 20 | 2 | 20 | 0
11 | CC1CC(C)CN(S(=O)(=O)c2cccc(C(=O)N3C(=O)c4cccc(N)c4C3=O)c2)C1 (centres undefined) | 0 | 99 | 4 | 112 | 5
12 | Cc1cc(Br)ccc1NC(=S)Nc1cccc([N+](=O)[O-])c1 | -9 | 84 | 39 | 94 | 2
13 | CCC/C=C(\CCC)C(NC(=O)Cc1ccccc1)c1ccc(C(=O)OC)cc1 (centres undefined) | / | 62 | 22 | 63 | 21*
14 | O=C(Cc1cccs1)NCCSc1c(-c2ccc(Cl)cc2)[nH]c2ccccc12 | / | 12 | 12 | 4.7* | 2
15 | CC(NC(=O)c1csc2ccccc12)C1CCCO1 (centres undefined) | 1 | 106 | 16 | 97 | 2

nr | MRP1 act | GALR2 antag | E-sel TNF inh | Yeast lifespan up | BB579 growth dn
1 | -1.2 | -1 | 16 | 4 | -30
2 | -2.6 | 0 | -6 | -2 | -6
3 | -1.9 | -7 | 16 | -6 | -45
4 | -0.8 | -4 | 0 | -10 | 5
5 | -3.1 | 3 | / | -1 | -17
6 | -2.5 | -7 | / | -8 | -21
7 | 0.0 | -5 | -1 | -10 | -67
8 | -0.4 | -6 | -13 | -20 | -15
9 | -2.5 | -5 | -20 | 4 | -40
10 | -3.9 | 3 | 24 | 2 | -23
11 | -0.5 | 22 | -6 | 87* | -24
12 | -3.2 | 13 | / | -2 | -38
13 | -0.4 | 4 | 23 | 4 | -29
14 | -4.3 | 5 | -5 | 8 | -24
15 | 0.3 | -7 | -25 | -1 | -72

Carrying on:
nr | structure | Phagocytosis inh | PTEN del growth | Measles CPE | HCT116 bCat-KO | NPY-Y2 antag
16 | Cc1c(N)cccc1-c1nc2ccccc2[nH]1 | / | 94 | 3 | 95 | 0
17 | Cc1ccc(S(=O)(=O)N2CCN(C(=O)CSc3nnc(-c4ccco4)o3)CC2)cc1 | -1 | 86 | 0 | 81 | -2
18 | Cc1ccc(SCCNC(=S)Nc2ccc(C)cc2C)cc1 | -4 | 62 | 4 | 65 | 9
19 | Cc1ccc(C)c(Cn2c(CN(C)Cc3ccccc3)nc3c2c(=O)n(C)c(=O)n3C)c1 | 1 | 54 | 14 | 53 | 9
20 | CCNc1nc(NC(C)(C)C)nc(N(C#N)CC)n1 | / | 101 | 20 | 97 | -1
21 | COc1ccc(CC(CC(=O)O)C(=O)Nc2ccccc2)cc1 (centres undefined) | -1 | 90 | 3 | 95 | 5
22 | O=S(=O)(c1ccc2oc3ccccc3c2c1)N1CCCC1 | / | 99 | 19 | 83 | 8
23 | CCOC(=O)c1ccc(Nc2nc(=O)c3cccnc3s2)cc1 | / | 83 | 71* | 72 | 10
24 | CC(=O)Nc1cc(C(=O)N2CCc3ccccc3C2)ccc1Sc1ccc(Cl)cc1 | -12 | 84 | 15 | 91 | 2
25 | CC(Oc1ccc(-c2ccccc2)c(F)c1)c1ccn(S(=O)(=O)c2ccc(F)cc2)n1 (centres undefined) | / | 66 | 4 | 63 | 4

nr | MRP1 act | GALR2 antag | E-sel TNF inh | Yeast lifespan up | BB579 growth dn
16 | -0.8 | 20 | -20 | / | -6
17 | -1.2 | 2 | -34 | -9 | -67
18 | -1.7 | -2 | / | -1 | 7
19 | -2.3 | 5 | 53 | 1 | -9
20 | -0.2 | -15 | / | -7 | 4
21 | -0.5 | -12 | / | -7 | -8
22 | -2.6 | -4 | 13 | / | -14
23 | -0.1 | -20 | -17 | -17 | -11
24 | -2.9 | -11 | / | -1 | -44
25 | 0.1 | -1 | -8 | 1 | -27

Compound activity: PubChem BioAssay, several laboratories
